A3A deaminase: blocks human APOBEC3A ssDNA deamination. P31941. recombinant A3A, FAM/TAMRA ssDNA deamination fluorescence. inhibition, % at 20 µM. 0.41% of 330,000 active. AID 493011;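 active = at least 40% inhibition at 20 µM here, with at most 30% in a related deaminase screen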;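 note: plate controls were A3A with DMSO for no effect and wells lacking A3A enzyme for full effect; some results filed as inactive read as strong as hits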
Target sequence (P31941 whole entry, looked up): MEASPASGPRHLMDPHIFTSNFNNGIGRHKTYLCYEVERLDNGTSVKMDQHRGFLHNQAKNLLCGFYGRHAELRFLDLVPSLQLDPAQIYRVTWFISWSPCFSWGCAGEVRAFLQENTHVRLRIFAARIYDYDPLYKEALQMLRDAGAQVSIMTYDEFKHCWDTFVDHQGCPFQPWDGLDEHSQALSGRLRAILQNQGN
hIAP block: human IAP inhibition | AID 2544 | inhibition, % at 10 µM | 0.12% of 330,000 active | purified IAP, CDP-Star luminescence, 30 min | P09923;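 active = inhibition reaching a set limit with compound at 10 µM in the primary screen, cut at about 35% in these data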;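 note: plate controls were DMSO wells with enzyme for no effect and no-enzyme buffer wells for full effect; values of inactives mirror those of a sister screen read the other way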
ATG4B inh: ATG4B (human) cysteine protease inhibition; inhibition, % at 8.33 µM; 0.51% of 340,000 active; ATG4B cleavage of LC3-PLA2, NBD-HPC fluorescence, 1 h; in the data active = inhibition above about 40%
Target sequence (Q9Y4P1 whole entry, looked up): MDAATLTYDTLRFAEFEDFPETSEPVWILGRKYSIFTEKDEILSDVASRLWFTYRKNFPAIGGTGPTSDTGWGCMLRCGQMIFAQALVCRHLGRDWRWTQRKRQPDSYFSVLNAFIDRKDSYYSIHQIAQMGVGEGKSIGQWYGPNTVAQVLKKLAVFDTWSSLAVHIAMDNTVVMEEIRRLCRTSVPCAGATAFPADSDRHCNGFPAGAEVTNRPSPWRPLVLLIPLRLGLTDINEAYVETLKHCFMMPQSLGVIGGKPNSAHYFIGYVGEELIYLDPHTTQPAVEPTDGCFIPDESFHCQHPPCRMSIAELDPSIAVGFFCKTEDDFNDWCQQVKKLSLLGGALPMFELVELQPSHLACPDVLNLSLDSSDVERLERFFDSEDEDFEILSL
hIAP activ: increases human intestinal alkaline phosphatase activity; P09923; purified human IAP, CDP-Star luminescence, 30 min; active compounds read high; 1 = vehicle-only enzyme, 0 = enzyme-free background; activation factor at 10 µM; 0.16% of 330,000 active;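 active = activation factor of the enzyme at least 2-fold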; note: the source names both 10 and 20 µM as test concentration; values of inactives mirror those of a sister screen read the other way
mIAP inh: blocks mouse intestinal alkaline phosphatase. purified mouse IAP, CDP-Star luminescence, 30 min. inhibition, % at 10 µM. 0.2% of 330,000 active;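 active = inhibition of at least 40% at 10 µM in the primary screen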;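 note: plate controls were DMSO with enzyme for no effect and no enzyme wells for full effect; values of inactives mirror those of a sister screen read the other way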
HKDC1 inhibitor: blocks human hexokinase HKDC1 activity; recombinant HKDC1, G6PDH/diaphorase resazurin coupled fluorescence; Q2TB90; 0.16% of 340,000 active; inhibition, % at 20 µM; AID 493160;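 active = inhibition above about 35% when tested at 20 µM, limit read from the data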;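 note: plate controls were DMSO wells with enzyme for no effect and DMSO wells lacking enzyme for full effect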
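Assay system: in-house recombinant HK5 (HKDC1) enzyme. Input: HKDC1 at 5 µg/mL. Medium: Tris pH 8.0 buffer with MgCl2, Tween-20, BSA, BME. Dosing: single 20 µM dose. Schedule: 90 min reaction incubation at room temperature, dark. Signal: resazurin-to-resorufin fluorescence via G6PDH and diaphorase coupling, 525/613 nm. Controls: DMSO-enzyme wells negative, buffer-substituted wells positive.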
PfG6PD inh: PfG6PD (Plasmodium falciparum) enzyme inhibition. inhibition, % at 20 µM. PfGluPho enzyme, NADPH resazurin-diaphorase fluorescence. 0.78% of 350,000 active;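 active = inhibition reaching at least a set limit at 20 µM in the primary screen, cut at about 59% in these data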;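 note: 0% = DMSO wells with substrate and 100% = DMSO wells lacking glucose-6-phosphate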
mIAP activ: increases mouse intestinal alkaline phosphatase activity; muIAP, CDP-Star luminescence, 30 min; active compounds read high; 1 = vehicle-only enzyme signal, 0 = enzyme-free wells; 0.24% of 330,000 active; AID 2805; activation factor at 10 µM;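 active = activation factor of at least 2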; note: the source names both 10 and 20 µM as test concentration; values of inactives mirror those of a sister screen read the other way
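Assay system: mouse IAP enzyme / Compound: DMSO-dissolved test compounds / Timing: 30 min, room temperature / Measured by: luminescence from enzymatic CDP-Star hydrolysis / Control set: DMSO-only wells, enzyme-free buffer wells as negative control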
An asterisk follows results filed as active; / = not tested or not shown. Rows are unselected; any-hit rate near 2.4%.

SMILES	A3A deaminase	hIAP block	ATG4B inh	hIAP activ	mIAP inh	HKDC1 inhibitor	PfG6PD inh	mIAP activ
CC(=O)Nc1ccc(SCC(=O)c2c(N)n(Cc3ccccc3)c(=O)n(C)c2=O)cc1	-8	-20	2	1.2	-21	-5	2	1.2
Cc1cc(N2CCN(C)CC2)nc2ccc(NC(=O)CCC3CCCC3)cc12	-2	-3	3	1	-12	-4	4	1.1
COC(=O)c1c(NC(=O)COc2ccc(Cl)cc2)sc2c1CC(C)(C)NC2(C)C	0	-25	-4	1.3	1	-4	24	0.99
Cc1cccc(-n2nc3c(c2NC(=O)C(C)C)CS(=O)(=O)C3)c1C	-1	4	-7	0.96	3	0	5	0.97
O=C(NCCc1c[nH]c2ccccc12)N[C@@H](Cc1ccccc1)C(=O)O	-3	3	10	0.97	3	-6	-7	0.97
O=C(NCCc1c[nH]c2ccccc12)c1cccc(S(=O)(=O)Nc2ccccc2Cl)c1	-3	1	-8	0.99	1	-3	-16	0.99
COc1ccc(C/C(N)=N/n2cnnc2)cc1Cl	-3	-7	-3	1.1	1	-5	-14	0.99
O=C(O)c1cccc(N/N=C/c2cn(-c3ccccc3)nc2-c2cccs2)c1	10	6	21	0.94	14	0	-1	0.86
N#Cc1c(C(F)(F)F)cc(C2CC2)[nH]c1=O	-2	-11	1	1.1	1	-5	6	0.99
CC(=O)Nc1ccc(/C(C)=N\NC(=O)c2ccc(-c3ccccc3)cc2)cc1	0	-4	/	1	10	/	/	0.9
CC(CCc1ccccc1)NC(=O)C(=O)Nc1ccccc1 (stereo not given)	-1	-7	19	1.1	13	0	-12	0.87
Cc1ccc2c(c1)Cc1nc3ccccc3nc1-2	3	-2	-6	1	-3	3	53	1
O=C(O)CC1=C(Nc2ccccc2)C(=O)N(c2ccccc2)C1c1ccc(Cl)cc1 (stereo not given)	4	3	-7	0.97	8	4	-26	0.92
COc1ccc(NC(=O)C2CCCN2C(=O)NCc2ccccc2)cc1 (stereo not given)	0	-8	0	1.1	-6	-9	-5	1.1
O=C(c1ccc(CS(=O)(=O)c2cccc(C(F)(F)F)c2)o1)N1CCN(c2ccccn2)CC1	-2	8	-9	0.92	-8	-4	8	1.1
Oc1ccccc1C1CC(c2cccs2)=NC(c2cccc(Br)c2)N1 (stereo not given)	9	-13	-1	1.1	9	2	9	0.91
Cc1cc(-c2nnc3n2N=C(c2ccccc2)CS3)n[nH]1	3	-2	-5	1	-2	3	-4	1
c1ccc(OCc2nc3ccccc3[nH]2)cc1	0	4	-3	0.96	-9	-10	7	1.1
COc1cccc(NC(=O)C2CCN(C(=O)NC3CCCCC3)CC2)c1	1	-15	2	1.1	-2	-5	-2	1
Cc1ccc(S(=O)(=O)N2CCN(C(=O)COC(=O)CCOc3ccccc3)CC2)c(C)c1	37	8	-4	0.93	-4	2	-7	1
Cc1cc(NC(=O)c2cccc(Br)c2)n[nH]1	4	-6	2	1.1	5	-5	12	0.95
CC(C)(C)OC(=O)N1CCC(CC2CC(c3ccncc3)=NO2)(C(=O)O)CC1 (stereo not given)	-4	-11	-15	1.1	-11	-5	7	1.1
CC(C)NS(=O)(=O)c1ccc(CCC(=O)Nc2ccc3c(c2)OCCO3)cc1	1	13	0	0.87	1	13	-19	0.99
COc1ccccc1C(=O)NCCC(=O)NC(C)c1ccc(-n2ccnc2)cc1 (stereo not given)	1	10	-5	0.9	-6	0	0	1.1
COc1cc(CNc2ccc(O)cc2)cc(Br)c1OCc1ccccc1	1	12	-2	0.88	16	2	57	0.84

A different layout for part of the listing above.
Each structure is followed by: A3A deaminase	hIAP block	ATG4B inh	hIAP activ	mIAP inh	HKDC1 inhibitor	PfG6PD inh	mIAP activ
Cc1ccc2c(c1)Cc1nc3ccccc3nc1-2
  3	-2	-6	1	-3	3	53	1
O=C(O)CC1=C(Nc2ccccc2)C(=O)N(c2ccccc2)C1c1ccc(Cl)cc1 (stereo not given)
  4	3	-7	0.97	8	4	-26	0.92
COc1ccc(NC(=O)C2CCCN2C(=O)NCc2ccccc2)cc1 (stereo not given)
  0	-8	0	1.1	-6	-9	-5	1.1
O=C(c1ccc(CS(=O)(=O)c2cccc(C(F)(F)F)c2)o1)N1CCN(c2ccccn2)CC1
  -2	8	-9	0.92	-8	-4	8	1.1
Oc1ccccc1C1CC(c2cccs2)=NC(c2cccc(Br)c2)N1 (stereo not given)
  9	-13	-1	1.1	9	2	9	0.91
Cc1cc(-c2nnc3n2N=C(c2ccccc2)CS3)n[nH]1
  3	-2	-5	1	-2	3	-4	1
c1ccc(OCc2nc3ccccc3[nH]2)cc1
  0	4	-3	0.96	-9	-10	7	1.1
COc1cccc(NC(=O)C2CCN(C(=O)NC3CCCCC3)CC2)c1
  1	-15	2	1.1	-2	-5	-2	1
Cc1ccc(S(=O)(=O)N2CCN(C(=O)COC(=O)CCOc3ccccc3)CC2)c(C)c1
  37	8	-4	0.93	-4	2	-7	1
Cc1cc(NC(=O)c2cccc(Br)c2)n[nH]1
  4	-6	2	1.1	5	-5	12	0.95
CC(C)(C)OC(=O)N1CCC(CC2CC(c3ccncc3)=NO2)(C(=O)O)CC1 (stereo not given)
  -4	-11	-15	1.1	-11	-5	7	1.1
CC(C)NS(=O)(=O)c1ccc(CCC(=O)Nc2ccc3c(c2)OCCO3)cc1
  1	13	0	0.87	1	13	-19	0.99
COc1ccccc1C(=O)NCCC(=O)NC(C)c1ccc(-n2ccnc2)cc1 (stereo not given)
  1	10	-5	0.9	-6	0	0	1.1
COc1cc(CNc2ccc(O)cc2)cc(Br)c1OCc1ccccc1
  1	12	-2	0.88	16	2	57	0.84

Other compounds
SMILES	A3A deaminase	hIAP block	ATG4B inh	hIAP activ	mIAP inh	HKDC1 inhibitor	PfG6PD inh	mIAP activ
COc1ccc(NC(=O)CN(C)C(=O)c2c(C)nn(Cc3ccc(C)cc3)c2Cl)cc1	3	-4	-14	1	2	-3	-4	0.98
Nc1ccccc1Sc1nc2ccccc2[nH]1	0	-4	-7	1	1	1	62*	0.99
COc1ccc(/C=N/N=C2/NC(=O)CC(C(=O)O)S2)cc1 (stereo not given)	-2	6	-2	0.94	-6	-10	-13	1.1
Cc1ccc(/C=N/NC(=O)c2cccnc2)s1	-2	-2	6	1	-1	-10	-9	1
CCOC(=O)N1CCN(C(=O)c2ccc(NS(=O)(=O)c3ccc4[nH]c(=O)[nH]c4c3)cc2)CC1	-5	-5	-4	1	11	-7	-9	0.89
Cc1ccc(S(=O)(=O)N2[C@@H](c3ccccc3)C(C(=O)O)=CC[C@H]2c2ccc(Cl)c(Cl)c2)cc1	0	4	4	0.96	7	2	-15	0.93
COc1ccc(S(=O)(=O)Nc2cccc3c2O[C@H](CN(C)C(=O)NC2CCCCC2)[C@@H](C)CN([C@H](C)CO)C3=O)cc1	-1	4	-3	0.96	3	-4	-2	0.97
N/C(=N\OC(=O)COc1ccc([N+](=O)[O-])cc1)c1cccnc1	6	7	-9	0.93	8	-9	-7	0.93
C/C(=N\NC(=O)c1cccc(S(=O)(=O)N2CCCC2)c1)c1ccc(OCC(=O)N(C)C)cc1	-1	-5	-7	1.1	0	-7	-1	1
CCOC(=O)c1nn(-c2ccc(OCC)cc2)c(C)c1C(C)=O	-3	-9	-7	1.1	4	-7	-1	0.96
CCCCNC(=O)/C(=C\c1ccc([N+](=O)[O-])o1)NC(=O)c1ccccc1	2	-6	14	1.1	2	5	2	0.98
CN(C)c1ccc(C2/C(=C(/O)c3ccccc3)C(=O)C(=O)N2CCCC(=O)O)cc1 (stereo not given)	-4	-10	5	1.1	-7	-1	-6	1.1
Cn1c(=O)cc(N2CCc3ccccc32)[nH]c1=O	-5	8	1	0.92	-2	-3	18	1
COCCn1nnnc1C(c1cccc(OC)c1OC)N1CCN(C2CCCCC2)CC1 (stereo not given)	-1	-11	17	1.1	-7	-3	-11	1.1
O=C(Oc1ccc2ccccc2c1Cl)N1CCCC1	-6	20	3	0.8	-5	0	11	1
Cc1[nH]n(-c2ccccc2)c(=O)c1N=Nc1ccccc1	-2	-7	-2	1.1	10	-8	29	0.91
CC1=NN(c2ccccc2)C(=O)C1c1ccccc1 (stereo not given)	-6	-59	4	1.6	-10	1	-18	1.1
COc1ccc(N(C)S(=O)(=O)c2cccc(C(=O)Nc3cc(OC)ccc3OC)c2)cc1	0	9	-10	0.91	3	-8	8	0.97
CCC(CC)NC(=O)c1ccc(Cl)cc1	0	4	1	0.96	2	-15	-1	0.97
CCc1ccccc1NC(=O)NNC(=O)c1ccc2ccccc2c1O	-4	-8	6	1.1	15	11	-20	0.85
Cc1ccc(C)c(N/N=C2\CCCNC2=O)c1	35	1	-4	0.99	-8	13	11	1.1
O=C(NCCCCc1ccccc1)C1CCCC1	2	7	4	0.93	10	-5	-15	0.9
CSc1cccc(NC(=S)N(CCN(C)C)C(C)c2ccncc2)c1 (stereo not given)	-3	-11	2	1.1	-3	17	-9	1
CCOc1ccc(/C=N/NC(=S)NC2CC3CCC2C3)cc1 (stereo not given)	-7	-4	-7	1	0	-2	11	1
CS(=O)(=O)N(Cc1cc2ccccc2[nH]c1=O)C1CCCCC1	-3	-13	1	1.1	20	-6	0	0.81
